Screening data as filed in PubChem BioAssay.
mouse EphA4 binding: inhibitors of EphA4 binding to KYL peptide, primary screen, biochemical, colorimetric, mouse EphA4 (AID 689); EphA4-AP binding to KYL peptide, pNPP A405; higher % means a stronger effect; 0.1% of 62,000 active; inhibition, % at 10 µM; hits with a dose series show IC50 in µM; in the data active = a potency from the dose series; inactive = the rest, 99 in 100 with inhibition below about 22%
Numbers without * were called inactive.

Structure	mouse EphA4 binding
Clc1ccc(-c2nnc(SCc3cn4ccsc4n3)n2CC2CCCO2)cc1 (configuration not stated)	5%
COCCNCCCCOc1c(Cl)cc(C)cc1Br	-1%
COCCNC(=O)CN1CCC(NC(=O)Nc2ccccc2)CC1	-5%
O=C(c1cc2ccccc2o1)N1CCN=C1SCc1cccc(F)c1	-6%
CC(=O)c1ccccc1Oc1nc(CN2CCOCC2)nc2scc(-c3cccs3)c12	34%
N#C/C(=C\c1ccc(-c2ccccc2F)o1)c1nn(-c2ccccc2)c(N)c1C#N	-2%
COC(=O)c1c(C)[nH]c(C)c1-c1ccc(C)cc1	-8%
NC(=O)CSc1nc2c(sc3ccccc32)c(=O)n1CCCN1CCOCC1	-16%
Cc1noc(NS(=O)(=O)c2ccc(NC(=O)c3ccc(Br)o3)cc2)c1C	-13%
CCCCCCCCSc1nnc(CSc2nc3nc(C)cc(C)n3n2)o1	-3%
Cc1cc(N2CCOCC2)c2c(N)cc(C)c(C)c2n1	-9%
CCOC(=O)c1sc2nc(C)n(CC(=O)NCC3CCCO3)c(=O)c2c1C (configuration not stated)	-7%
OCCNCc1cc(Br)ccc1OCc1ccc(Cl)cc1	-6%
CN(C)c1ccc(S(=O)(=O)c2ccc(Cl)cc2)cc1	-16%
O=c1[nH]n(-c2cccc(Cl)c2)c2ncccc12	-10%

Ordered by value in mouse EphA4 binding (high to low): some entries from above.
Structure	mouse EphA4 binding
OCCNCc1cc(Br)ccc1OCc1ccc(Cl)cc1	-6%
O=c1[nH]n(-c2cccc(Cl)c2)c2ncccc12	-10%
CN(C)c1ccc(S(=O)(=O)c2ccc(Cl)cc2)cc1	-16%

Additional records follow:
Structure	mouse EphA4 binding
COC(=O)C(=O)/C=C(/O)c1ccc(C)cc1	-1%
O=C(OCC(=O)c1ccc(Cl)cc1Cl)c1ccc2c(c1)C(=O)N(c1cccc3ncccc13)C2=O	-8%
CC(=N)C1=C(O)CC(C)(C)CC1=O	-9%
COC(=O)C1=NNC2C(=O)N(c3cccc(Cl)c3C)C(=O)C12 (configuration not stated)	-5%
COc1cc(C2C(C(=O)c3ccco3)=C(O)C(=O)N2Cc2cccnc2)cc(OC)c1OC (configuration not stated)	-8%
Cc1ccc2c(c1)C(c1ccc(F)cc1)N(C(=O)C1CC1)CC(=O)N2 (configuration not stated)	-4%
CCN(Cc1ccccc1)Cc1cccc([N+](=O)[O-])c1	-1%
O=C(c1ccc(Cn2c(=O)[nH]c3ccccc3c2=O)cc1)N1CCN(c2ccc(F)cc2)CC1	0%
COc1ccc(OC)c(NC(=O)CSc2nc3c(c(=O)n(C)c(=O)n3C)n2C)c1	-11%
CC1CCCCC1NC(=O)Cn1c(CN2CCCCC2)nc2ccccc2c1=O (configuration not stated)	-1%
CCOc1ccccc1OCC(=O)Nc1ccc(S(=O)(=O)N(C)C)cc1	2%
COc1ccc2oc(C(=O)c3ccccc3)c(NC(=O)CN3CCN(C)CC3)c2c1	-8%
O=C(Nc1ccccc1)O/N=C/c1ccncc1	-6%
O=C(NC(=S)Nc1nc(-c2ccccc2)cs1)c1cncc(Br)c1	-9%
CCOc1cc(/C=N/O)cc(Cl)c1OC	-5%
CC(C)c1ccc(NC(=O)C2CCCN(S(=O)(=O)c3cnc[nH]3)C2)cc1 (configuration not stated)	6%
C=CCOC(=O)CSCC(NC(=O)OC(C)(C)C)C(=O)OCC (configuration not stated)	-4%
Cc1cc(=O)n2ccccc2c1C#N	-12%
Cc1onc(-c2c(F)cccc2Cl)c1C(=O)N1C=CC(C(F)(F)Cl)=NCC1	-14%
CCSc1nnc(NC(=O)COc2ccc3ccccc3c2)s1	1%
O=C(CSc1nnc2c(Cl)cc(Cl)cn12)N1CCN(S(=O)(=O)c2ccccc2)CC1	-7%
COc1ccc(-n2c(-c3ccccc3)nnc2-c2ccc(Cl)cc2)cc1	-9%
Cc1ccc(C(=O)N/N=C\c2ccc[nH]2)cc1[N+](=O)[O-]	14%
COc1nc2cc(C)ccc2cc1-c1noc(-c2cccnc2)n1	7%
Cc1ccc2[nH]c(=O)c3cc(C(=O)N4CCN(C(=O)c5ccco5)CC4)sc3c2c1	-2%
CNC(=O)c1sc2nc(-c3ccc(OC)cc3)cn2c1C	10%
Cc1ccc2nc3ccc(N4CCN(C)CC4)nn3c(=O)c2c1	-10%
S=c1nc2ccccc2c2nc(-c3ccccc3)[nH]n12	-2%
CCOc1cccc(=O)c2c(C)n(Cc3ccco3)c(C)c12	20%
CSC1=NCCN1C(=O)c1ccc2c(c1)OCO2	4%

Among those listed so far, 2 have a nitro group on carbon:
Structure	mouse EphA4 binding
CCN(Cc1ccccc1)Cc1cccc([N+](=O)[O-])c1	-1%
Cc1ccc(C(=O)N/N=C\c2ccc[nH]2)cc1[N+](=O)[O-]	14%

Other results:
Structure	mouse EphA4 binding
CC1=C(C(=O)OC(C)C)C(c2ccc(OCC(N)=O)cc2)NC(=S)N1 (configuration not stated)	-3%
CC(C)(C)C(=O)Nc1c2c(nc3c1CCC3)CCCC2	-7%
CCOCCCNS(=O)(=O)c1ccc2c(c1)OCCO2	-6%
CCOC(=O)CC(=O)Nc1ccc(Br)cc1C(=O)O	-7%
CCOc1ccc(C2OC(=O)Cc3cc(OC)c(OC)cc32)cc1 (configuration not stated)	-18%
Cc1ccc(S(=O)(=O)NC2=NCN(C3CCCCC3)CN2)cc1	-7%
COc1ccc(OCCc2nnc(N)s2)cc1	-9%
COc1ccc(N2C(=O)C3CCCN3C2c2ccc(C)o2)cc1Cl (configuration not stated)	-1%
CCCn1nnnc1SCC(=O)c1ccc(NC(C)=O)cc1	-1%
CC(C)CNC(=O)CN(c1ccccc1)S(=O)(=O)c1ccccc1[N+](=O)[O-]	-12%
CN(C)CCCNCCCCNC(=O)/C=N/O	-7%
O=c1c(-c2ccccc2)c(O)c2cccc3c2n1CCC3	-4%
O=C(CSc1nc2ccccc2o1)c1ccc(-c2ccccc2)cc1	-5%
O=[N+]([O-])c1ccccc1N/C(=N/S(=O)(=O)c1ccc(Cl)cc1)c1ccccc1	-11%
Cc1cccc(OCCc2nnc(N)s2)c1C	-15%
CCC(C)NC(=O)CN(c1ccc(OC)cc1)S(=O)(=O)c1ccccc1 (configuration not stated)	3%
O=C(/C=C/c1ccccc1)CC(O)(c1ccccc1)C(F)(F)C(F)F (configuration not stated)	-9%
COc1ccc(C(=O)NCc2nnc(SCC(=O)N3CCC(C)CC3)o2)cc1OC	3%
CCOc1cccc(-c2cc(-c3n[nH]c(=S)n3CC)c3ccccc3n2)c1	2%
CCCc1[nH]c(=O)c(C#N)c2c1COC(C)(C)C2	4%
O=C1N=c2ccccc2=C1N=Nc1nc(O)c(-c2c(O)[nH]c3ccccc23)s1	-8%
C=CCOc1ccc(C=C2C(=O)NC(=S)NC2=O)cc1OC	-10%
CSc1ccc(S(=O)(=O)Nc2ccc3c4c(cccc24)CC3)cc1	-2%
Cc1cc([N+](=O)[O-])ccc1-c1ccc(C2Nc3ccccc3C(=O)N2O)o1 (configuration not stated)	-14%
O=C(C(Cc1ccccc1)N1C(=O)C2C3CCC(C3)C2C1=O)N1CCCCC1 (configuration not stated)	-7%
O=C(c1ccc(S(=O)(=O)N2CCCC2)cc1)N1CCN(c2ccccc2)CC1	5%
COc1ccnc(N2CCN(c3ccc(Cl)cc3)CC2)c1C#N	-6%
CC1Cc2ccccc2N1C(=O)CSc1nc2ccccc2o1 (configuration not stated)	-14%
O=C(C1CCCN(S(=O)(=O)c2cnc[nH]2)C1)N1CCN(Cc2ccccc2)CC1 (configuration not stated)	0%
Cc1ccc(-c2nnn(CC(=O)N(CCO)C(C(=O)NC(C)(C)C)c3ccncc3)n2)cc1 (configuration not stated)	-8%
CS(=O)(=O)N(CC(=O)Nc1ccc(Cl)cc1)c1cccc(C(F)(F)F)c1	-9%
COCCn1c(N)c(C(=O)NCC2CCCO2)c2nc3ccccc3nc21 (configuration not stated)	-6%
COc1ccc(C(=O)Oc2ccc(=O)n(-c3ccccc3)n2)cc1	-5%
CC1=C(C(=O)OCc2ccc3c(c2)OCO3)C(c2ccc(Cl)cc2)NC(=O)N1 (configuration not stated)	-4%
Cc1cc(C)c(NS(=O)(=O)c2cc([N+](=O)[O-])ccc2Cl)c(C)c1	-7%
CC(C)c1ccc2c(c1)C(=O)NC(C)(C)C2	-6%
O=C(C(NS(=O)(=O)c1cccc2nsnc12)c1ccccc1)N1CCN(c2ccccc2)CC1 (configuration not stated)	-1%
C=CCn1c(O)c(C(CC)=Nc2ccccc2NC(=O)CC)c(=O)[nH]c1=O	-5%
CCCS(=O)(=O)N1CCC(C(=O)NCCCOC(C)C)CC1	16%
CCC(=O)NC(=S)NNC(=O)c1ccc([N+](=O)[O-])cc1	3%
Cc1cc(C)cc(NC(=O)CN(C)S(=O)(=O)c2cccc3nsnc23)c1	-3%
CCOC(=O)N1CCC(Nc2c(Nc3cccc(CC)c3)c(=O)c2=O)CC1	3%
N#Cc1ccc2ccn(CC(=O)NCc3ccco3)c2c1	0%
O=C(c1cnn2ccccc12)N(Cc1ccco1)C1CCCC1	-6%
O=C(/C=C/c1ccc(Cl)cc1)Nc1ccc2c(c1)OCO2	9%

Overlap with the part before: 4 entries, then new ones.
Structure	mouse EphA4 binding
CCOC(=O)N1CCC(Nc2c(Nc3cccc(CC)c3)c(=O)c2=O)CC1	3%
N#Cc1ccc2ccn(CC(=O)NCc3ccco3)c2c1	0%
O=C(c1cnn2ccccc12)N(Cc1ccco1)C1CCCC1	-6%
O=C(/C=C/c1ccc(Cl)cc1)Nc1ccc2c(c1)OCO2	9%
CC(c1ccco1)N(C(=O)c1cccs1)c1ccccn1 (configuration not stated)	-11%
Cc1ccc(NC(=O)CCC(=O)c2ccc(F)cc2)cc1Cl	-2%
C/C(=N\O)c1ccccc1C(=O)O	-10%
Cc1cccc(-c2nnc(SCc3nc4ccccc4[nH]3)n2Cc2ccco2)c1	3%
Cc1nc(-c2coc3c(CN(C)C)c(O)ccc3c2=O)cs1	-8%
COc1ccc(OC)c(-n2nnnc2SCC(=O)NCCc2ccccc2)c1	2%
COc1ccc(C(=O)Nc2ccc(F)cc2F)cc1OC	-16%
O=C(Nc1ccccc1Cl)c1cc(S(=O)(=O)N2CCCC(C(=O)O)C2)ccc1F (configuration not stated)	19%
COc1cc(/C=C2/SC(=S)N(C)C2=O)ccc1OC(=O)c1ccccc1Cl	4%
O=C1OC(N2CCN(C(=O)C3CCCO3)CC2)c2ccccc21 (configuration not stated)	-9%
COc1ccc(/C=C/C(=O)c2sc(-c3ccc(Cl)cc3)nc2C)cc1	12%
CCCCc1n[nH]c2c1C(=O)CC(C)(C)C2	-28%
O=C(c1nn2c(c1Cl)NC(c1ccc(Cl)cc1)CC2C(F)(F)F)N1CCN(c2ccccc2)CC1 (configuration not stated)	3%
COCCN(C(=O)Cc1cccs1)c1nnc(-c2cccnc2)s1	-3%
COCCOc1nc2c(c(=O)n(C)c(=O)n2C)n1CCc1ccccc1	10%
O=c1/c(=C/c2ccc(CNS(=O)(=O)c3ccccc3)o2)sc2n1CCN=2	-16%
CCCC(=N)C1=C(O)CC(CC(C)SCC)CC1=O (configuration not stated)	-26%
Cc1ccc(NC(=O)N2CCCC2C(=O)NCCc2ccccc2)cc1 (configuration not stated)	-17%
Cc1ccc(C(=O)OC2CCN(c3ccc([N+](=O)[O-])cc3)CC2)cc1	-8%
COc1cc(NC(=O)CN2C(=O)c3ccccc3C2=O)c(C(=O)O)cc1OC	-13%
Cc1ccc(N2CC(C(=O)Nc3cc(C)ccc3C)CC2=O)cc1 (configuration not stated)	10%
O=C(c1cccs1)n1nc(-c2ccc(Cl)cc2)nc1NCc1ccco1	-10%
CCCOc1ccc(C(=O)NC(=S)Nc2nc3ccccc3s2)cc1	-9%
O=C(NC1=NCCS1)c1ccncc1	-3%
Cc1nn(CC(=O)NCc2cccc3ccccc23)c(=O)c2ccccc12	-5%
COc1cccc(OCCNc2cc(Cl)ccc2[N+](=O)[O-])c1	7%
CCOc1cc(S(=O)(=O)N2CC=C(c3ccc(F)cc3)CC2)c(OCC)cc1-n1cnnn1	-12%
COc1ccc(C(=O)COc2cc3c(C(=O)OC(C)C)c(C)oc3cc2Br)cc1	-7%
CCCCCCCCS(=O)C1CCS(=O)(=O)C1 (configuration not stated)	-6%
COc1ccc2[nH]c(=O)c(CNc3ccccc3)cc2c1	5%
CC(C(=O)c1ccc(-c2ccccc2)cc1)[n+]1ccccc1 (configuration not stated)	-6%
Fc1cccc(Cl)c1CSc1nnc(CN2CCOCC2)n1-c1ccccc1	-2%
COC(=O)C1CCN(C(=O)COC(=O)Cc2c[nH]c3ccccc23)CC1	-8%
COc1ccc(C(=O)N/N=C/C(C)c2ccccc2)cc1OC (configuration not stated)	-2%
O=C1C2C3C=CC(C4CC34)C2C(=O)N1c1ccc(I)cc1 (configuration not stated)	-2%
CC(=O)C(C)Oc1ccc2ccc(=O)oc2c1 (configuration not stated)	0%
C=CCn1c(COc2ccc3c(c2)CCCC3)nnc1SCC(=O)Nc1cccc(SC)c1	-1%
O=C1NCCc2c1[nH]c1c(Cl)ccc(Cl)c21	-2%
COC(=O)c1ccc(NC(=O)C2CC(=O)N(c3ccc(C)cc3)C2)cc1 (configuration not stated)	3%
CCOC(=O)c1c(C)c(-c2ccccc2)n(CC(=O)N2CCN(C)CC2)c1C	8%
O=C(NNC1=C(C(=O)C(F)(F)F)CCC1)c1ccccc1Cl	0%
COc1ccc2[nH]c(=O)c(CN(C(=O)c3cccnc3)c3ccc(C)cc3)cc2c1	-7%
CC(C)C(=O)NC(=S)Nc1ccccc1F	-6%

These rows are one share of the data; the hit share may differ from the screen's.
